# Screens from PubChem.
# HEK293 viab – counter-screen for SNCA expression inhibitors: cell viability. HEK-293-SNCA-luc viability, GF-AFC fluorescence, 24 h. 0.12% of 150,000 active. Potency, µM (highest dose often 57.1 µM), without a hit: at the highest dose activity change, negative = cytotoxicity, usual class: cytotoxic;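 further: potency means the concentration at half of the fitted maximal effect; 0% = DMSO-treated cells and -100% = medium-only wells without cells; nearly all actives have a fitted effect of over 30% in size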
#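 Cytotoxicity counterscreen: after 24 h compound treatment of genome-edited SNCA-luciferase HEK-293 cells, live-cell protease substrate GF-AFC read by fluorescence after 30 min; activity scaled between DMSO (0%) and medium-only (-100%), curves Hill-fitted.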
# FLuc inh – blocks purified firefly luciferase enzyme activity; P08659; Potency, µM (series often up to 115 µM), for inactives: top-dose activity change, negative = inhibition, actives largely listed as inhibitors; purified P. pyralis luciferase, luminescence, biochemical; 2.5% of 76,000 active; further: potency means the concentration at half of the fitted maximal effect; nearly all actives have a fitted effect of over 65% in size
#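 Purified 10nM P. pyralis luciferase with 10uM D-luciferin and 10uM ATP in 50mM Tris acetate pH 7.5, 10mM Mg acetate, 0.01% Tween-20, 0.05% BSA. qHTS titration; luminescence read by CCD imager.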
# GPT2 inhibitor – GPT2 alanine aminotransferase inhibition. Q8TD30. Recombinant GPT2, coupled pyruvate oxidase/HRP Amplex Red fluorescence. Potency, µM (series often up to 57.7 µM), without a hit: at the highest dose activity change, negative = inhibition, hits mostly inhibitors. 0.25% of 100,000 active. AID 1671188; further: potency means the concentration at half of the fitted maximal effect; nearly all actives have a fitted effect of over 60% in size; many of its hits are not listed in these tables
# Target sequence (Q8TD30 whole entry, looked up): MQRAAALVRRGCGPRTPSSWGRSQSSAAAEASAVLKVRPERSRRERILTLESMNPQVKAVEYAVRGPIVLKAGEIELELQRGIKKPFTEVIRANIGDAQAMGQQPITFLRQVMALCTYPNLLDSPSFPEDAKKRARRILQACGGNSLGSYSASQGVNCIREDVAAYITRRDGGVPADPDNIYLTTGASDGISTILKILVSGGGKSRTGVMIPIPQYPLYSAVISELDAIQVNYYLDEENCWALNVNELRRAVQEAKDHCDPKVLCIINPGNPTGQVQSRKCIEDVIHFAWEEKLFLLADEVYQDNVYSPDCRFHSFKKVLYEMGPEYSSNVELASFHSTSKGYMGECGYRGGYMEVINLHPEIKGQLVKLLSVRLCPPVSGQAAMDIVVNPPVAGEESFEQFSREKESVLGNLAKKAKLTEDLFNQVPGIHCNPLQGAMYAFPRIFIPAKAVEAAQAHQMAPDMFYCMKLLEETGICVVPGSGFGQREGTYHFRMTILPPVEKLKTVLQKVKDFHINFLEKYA
#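 Fluorescence read-out: pyruvate from GPT2 turnover coupled to pyruvate oxidase, HRP and Amplex Red (0.2mM ThPP, 0.2U/mL PO and HRP, 50uM Amplex final). Substrates 250uM a-KG, 2mM L-alanine; enzyme 10ng/uL; 30 min RT.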
# 3T3 cytotox – cytotoxic compounds in NIH 3T3 cells | NIH 3T3 viability, CellTiter-Glo ATP luminescence, 48-72 h | Potency, µM (doses to about 96.7 µM), inactives show at the top dose activity change, negative = cytotoxicity, actives largely listed as inhibitors | 4.3% of 94,000 active; further: potency means the concentration at half of the fitted maximal effect; nearly all actives have a fitted effect of over 55% in size
#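 First NIH 3T3 cells are plated at 400 cells/well; next compound is pinned in; then plates incubate 48 or 72 hr at 37 °C; finally CellTiter-Glo is added and luminescence read after 10 min.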
# SNCA expr inhib – SNCA gene expression inhibition; HEK-293 SNCA-luciferase knock-in, luminescence, 24 h; Potency, µM (top dose mostly 57.2 µM), for the others: at the top dose activity change, negative = inhibition, most hits filed as inhibitors; 0.17% of 140,000 active;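 further: potency means the concentration at half of the fitted maximal effect; plate controls were DMSO cells for no effect and cell-free wells for full effect; nearly all actives have a fitted effect of over 45% in size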
# HEK293 tox – HEK 293 cell cytotoxicity; AID 1345083; Potency, µM (top dose mostly 115 µM), without a hit: at the top dose activity change, negative = cytotoxicity, hits mostly inhibitors; HEK 293 viability, ATP luminescence (CellTiter-Glo), 48-72 h; 6.6% of 94,000 active; further: potency means the concentration at half of the fitted maximal effect; nearly all actives have a fitted effect of over 60% in size
#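 250 HEK 293 cells/well; compound by pintool; incubated 48 or 72 hr at 37 degree Celsius; CellTiter-Glo added, 10 min RT, luminescence imaged.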
# IP6K1 inh – blocks human inositol hexakisphosphate kinase 1 | Q92551 | IP6K1 kinase, ADP-Glo luminescence, 2 h; hits give low values | activity change, % (series mostly up to about 58 µM) | 0.81% of 140,000 active | AID 1645851; in the data active means activity change below about -25%
# Target sequence (Q92551 whole entry, looked up): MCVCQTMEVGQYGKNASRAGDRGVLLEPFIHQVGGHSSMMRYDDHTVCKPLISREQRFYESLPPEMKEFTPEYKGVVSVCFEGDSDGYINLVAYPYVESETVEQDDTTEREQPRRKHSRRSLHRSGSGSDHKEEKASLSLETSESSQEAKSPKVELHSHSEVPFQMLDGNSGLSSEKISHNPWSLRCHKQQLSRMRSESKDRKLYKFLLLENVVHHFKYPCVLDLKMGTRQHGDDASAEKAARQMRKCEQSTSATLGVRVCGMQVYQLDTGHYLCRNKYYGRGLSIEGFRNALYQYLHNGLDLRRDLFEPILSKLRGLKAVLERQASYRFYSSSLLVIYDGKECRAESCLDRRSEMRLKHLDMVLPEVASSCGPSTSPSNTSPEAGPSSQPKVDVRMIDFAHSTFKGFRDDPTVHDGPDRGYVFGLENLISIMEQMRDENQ
#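 ADP-Glo luminescence measures ADP made by human IP6K1 during a 2 h RT reaction with ATP/IP6 (mix at 1.3 mM/130 uM); top library doses 57.5 and 19.1 uM final.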
# An asterisk follows results filed as active; i = inactive; ? = inconclusive; . = no result given; & = joins results of further samples; [ ] = remark or other dose. Unless noted, the call rests on the fitted dose curve; in most records, active means well fitted curve in the direction sought with a large enough effect; inconclusive means small, poorly fitted or top-dose-only effect, or another doubt; inactive means no such curve, though single readings can be large; an effect the other way counts as inactive or inconclusive. Unless noted, on the % scale 0 is the no-effect control and ±100 the full control effect.
SMILES,HEK293 viab,FLuc inh,GPT2 inhibitor,3T3 cytotox,SNCA expr inhib,HEK293 tox,IP6K1 inh
Fc1ccccc1CN1CCNc2cnc(OCc3cccnc3)cc2C1,3%[87.6 µM],12%[172 µM],4%[88.5 µM],-20%[138 µM],10%[87.6 µM],?,-16
CC1=C[C@@H](CNC(=O)CCC(=O)O)[C@H](C(C)C)C[C@H]1CC(=O)N(C)Cc1ccccc1,-25%[87.6 µM],-3%[172 µM],i,-14%[174 µM],?,-7%[172 µM],-6
CCOC(=O)c1cc(S(=O)(=O)Nc2cc(F)ccc2C)[nH]n1,-5%,.,.,.,-6%,.,7
CN1C[C@H](O)C[C@H]1c1nnc2n1CCN(C(=O)c1cc3ccccc3[nH]1)CC2,-4%,-9%,-5%,i,5%,i,-4
O=C(c1cn(CC2CCCO2)nn1)N1CCN(c2cccc(C(F)(F)F)c2)CC1 (configuration not stated),0%,0%,1%,?,-19%,?,10
CCn1cc(CN2CCC(N3C(=O)C4(CCCCC4)C3c3ccccc3)CC2)cn1 (configuration not stated),3%[12.5 µM],1%,i,-6%,-20%,?,-7
O=C(c1ccccc1)N1CCC2(CCCCO2)CC1,13%,3%,2%,-9%,1%,-14%,20
CCCCN(C)CCCNC(=O)Cn1ncc2c3ccccc3n(Cc3cccc(Cl)c3)c2c1=O,3%,.,.,.,-4%,.,6
COc1cc(OC)nc(NCc2cccnc2N2CCN(C(C)=O)CC2)n1,-17%,0%,i,-16%,-32%,-11%,2
COc1ccc(/C=C/C(=O)O[C@@H]2[C@@H](OC(C)=O)[C@@H](OC(C)=O)[C@H](O[C@H]3[C@@H]4C=CO[C@@H](O[C@@H]5O[C@H](CO)[C@@H](O)[C@H](O)[C@H]5O)[C@@H]4[C@@]4(CO)O[C@@H]34)O[C@H]2C)cc1O,-1%[23.9 µM],.,2%[17.1 µM],.,.,.,2
CC1(CNc2ccccc2)COc2ccc(C(=O)NCCc3ccccc3)cc2N1 (configuration not stated),-18%[87.6 µM],?,5%[88.5 µM],28µM*,-4%[87.6 µM],?,-13
CN(C)c1ccc(C(=O)N2Cc3[nH]cnc3CC2C(=O)O)cn1 (configuration not stated),1%,-12%,-12%,-9%,5%,i,-4
Cc1noc(C)c1C1CCCN1Cc1cn(-c2ccccc2)nn1 (configuration not stated),-3%,-1%,2%[11.5 µM],?,-13%,-25%,3
COC1CN(c2ccc(C)cc2)C12CCN(C(=O)CCc1nc3ccccc3s1)CC2 (configuration not stated),4%,-13%,i,?,-18%,?,-2
O=[S+]([O-])(NC1CCN(c2ccnc3ccnn23)C1)c1ccccc1 (configuration not stated),-18%,.,i,?,?,?,4
CC1=C[C@@H](CNC(=O)C2CC2)[C@H](C(C)C)C[C@H]1Cc1nc2ccccc2n1C,?,-1%[172 µM],-7%[88.5 µM],100µM*,?,45µM*,9
CCC(CC)C(=O)N1CC2CC(C1)[C@H]1CCCC(=O)N1C2 (some centres not stated),-2%,11%,i,i,9%,14%,-7
COc1ccc(F)cc1-c1ccc(CN2CCC(NC(=O)c3ccncc3)C2)cc1 (configuration not stated),.,.,.,?,.,?,-5
O=C(NC1CCCC1)N1CCC2(CC1)N(c1ccccc1)C(=O)CS2=O (configuration not stated),3%,-9%,i,-11%,1%,-12%,0
COc1ccccc1-c1cc(C(=O)NC2CC2)nn2cnnc12,1%[87.6 µM],.,i,-12%[138 µM],1%[87.6 µM],2%[172 µM],-7
CN1CCc2cc(Cl)c(O)cc2[C@@H](c2cccc3c2OCC3)C1,19%,.,2%,.,.,.,-4
CNC(=O)c1cc(C2CC2)nc2onc(C3CCN([S+](=O)([O-])c4cccs4)CC3)c12,.,.,.,?,.,?,-16
Cc1noc(C2CCCCCN2C(=O)NC2CCCC2)n1 (configuration not stated),-2%,-2%,i,-4%,-6%,i,16
CSc1ccc(CNc2ncc(-c3ccccc3)n2C)cc1,0%,.,.,.,-1%,.,-21
COc1cccc(CCC(=O)N2CCC3(CC2)N=C(c2ccccc2)NO3)c1,0%,12%,i,-3%,-16%,-5%,6
# More compounds follow.
SMILES,HEK293 viab,FLuc inh,GPT2 inhibitor,3T3 cytotox,SNCA expr inhib,HEK293 tox,IP6K1 inh
Cc1ccc2c(c1)C(C)(c1ccccc1)CC(C)(C)N2C(=O)c1ccc(F)cc1 (configuration not stated),23%,.,.,.,4%,.,-1
O=C(NCC(c1ccc2c(c1)OCO2)N1CCOCC1)c1ccccc1 (configuration not stated),15%,.,.,.,55%[activator],.,17
CCOc1ccc(NC(=O)CSc2oc(-c3ccco3)nc2S(=O)(=O)c2ccccc2)cc1,-11%,.,.,.,-1%,.,-10
CSc1ccc(CCNC(=O)CCn2c(=O)c3cccn3c3cccnc32)cc1,-1%,.,.,.,0%,.,10
CCCN1CCCC2(CCN(S(=O)(=O)c3c(C)noc3C)C2)C1=O (configuration not stated),5%,-4%,-9%,-17%,27%,1%,29
CCOC(=O)c1cccc(NC(=O)c2cnc(-c3ccccc3)nc2-c2ccncc2)c1,-22%,8%,i,?,-6%,?,39
CS(=O)(=O)N1CCN(C(=O)C2CC(=O)N(c3n[nH]c4ccccc34)C2)CC1 (configuration not stated),1%,-8%,1%,1%,0%,11%,29
COc1ccccc1-c1cc(C(=O)N2CCOCC2)nn2cnnc12,12%[87.6 µM],.,1%,-2%[138 µM],15%[87.6 µM],-18%[172 µM],-1&6
COc1ccc(Nc2cc(C(=O)NCc3ccccc3OC)c3ccccc3n2)cc1,4%,.,.,.,11%,.,25
CC1CN(c2ccc(Cl)cc2)c2nc3c(c(=O)n(CC(=O)O)c(=O)n3C)n2C1 (configuration not stated),4%,.,.,.,16%,.,6
C=CC(C)(C)C12C=C(OC)C(=O)N3C(C(C)C)C(=O)NC31N(OC)c1ccccc12 (configuration not stated),-7%[23.9 µM],.,i,.,.,.,3
CC(C)Oc1ccc(CNC(=O)c2ccc(NC(=O)N3CCSc4ncccc43)cc2)cc1,9%,.,.,.,19%,.,7
COc1ccccc1C(=O)Nc1ccc(S(=O)(=O)Nc2ncccn2)cc1,9%,.,.,.,12%,.,-3
CN(C)C(=O)CCC[C@@H]1[C@H]2CCCN3CCC[C@@H](CN1C)[C@@H]23,-2%,-2%,i,-3%,-13%,-13%,6
O=C(NCCC1=CCCCC1)c1ccc2c(c1)N(Cc1ccccc1)C(=O)c1ccccc1S2(=O)=O,-16%,.,.,.,19%,.,14
Cc1ccc2c(CC(=O)Nc3ccc(S(=O)(=O)N4CCCC(C)C4)cc3)coc2c1 (configuration not stated),2%,.,.,.,-19%,.,3
c1ccc(OCc2noc(CN3CCN(C(c4ccccc4)c4ccccc4)CC3)n2)cc1,-3%,-4%,-9%,-8%,2%,?,-1
CC(=O)N1CCCC2(C1)CN(C)c1ccc(C(=O)NCC(C)C)cc12 (configuration not stated),0%[87.6 µM],-17%[172 µM],i,?,3%[87.6 µM],-21%[172 µM],5
COc1cccc(CN2C(=O)OC3(CCN(C(=O)c4scnc4C)CC3)C2(C)c2cccnc2)c1 (configuration not stated),-1%,-5%,i,32µM*,6%,i,-11
CC(C(=O)Nc1ccccc1C(F)(F)F)n1nnc2sc3c(c2c1=O)CCCC3 (configuration not stated),1%,.,.,.,?,.,4
CCOc1cc(CNC(=O)C2COc3ccccc3C2)cc(OCC)c1OCC (configuration not stated),-15%,.,.,.,13%,.,5
CCOc1ccc(C(=O)N2CCC3(CC2)CC(O)CCO3)cc1 (configuration not stated),-6%,0%,i,-1%,-9%,-1%,0
CCC(CC)NC(=O)c1ccc2c(c1)N(S(C)(=O)=O)CC2,3%,0%,-12%,i,?,5%,3
O=C(c1ccc2c(c1)OCO2)N1CCn2c(nnc2C2CCNCC2)C1,-2%&0%,.,-8%&2%,3%,10%&21%,4%,13&21

# Compounds above that have an aryl methoxy group:
SMILES,HEK293 viab,FLuc inh,GPT2 inhibitor,3T3 cytotox,SNCA expr inhib,HEK293 tox,IP6K1 inh
COc1cc(OC)nc(NCc2cccnc2N2CCN(C(C)=O)CC2)n1,-17%,0%,i,-16%,-32%,-11%,2
COc1ccc(/C=C/C(=O)O[C@@H]2[C@@H](OC(C)=O)[C@@H](OC(C)=O)[C@H](O[C@H]3[C@@H]4C=CO[C@@H](O[C@@H]5O[C@H](CO)[C@@H](O)[C@H](O)[C@H]5O)[C@@H]4[C@@]4(CO)O[C@@H]34)O[C@H]2C)cc1O,-1%[23.9 µM],.,2%[17.1 µM],.,.,.,2
COc1ccc(F)cc1-c1ccc(CN2CCC(NC(=O)c3ccncc3)C2)cc1 (configuration not stated),.,.,.,?,.,?,-5
COc1ccccc1-c1cc(C(=O)NC2CC2)nn2cnnc12,1%[87.6 µM],.,i,-12%[138 µM],1%[87.6 µM],2%[172 µM],-7
COc1cccc(CCC(=O)N2CCC3(CC2)N=C(c2ccccc2)NO3)c1,0%,12%,i,-3%,-16%,-5%,6
COc1ccccc1-c1cc(C(=O)N2CCOCC2)nn2cnnc12,12%[87.6 µM],.,1%,-2%[138 µM],15%[87.6 µM],-18%[172 µM],-1&6
COc1ccc(Nc2cc(C(=O)NCc3ccccc3OC)c3ccccc3n2)cc1,4%,.,.,.,11%,.,25
COc1ccccc1C(=O)Nc1ccc(S(=O)(=O)Nc2ncccn2)cc1,9%,.,.,.,12%,.,-3
COc1cccc(CN2C(=O)OC3(CCN(C(=O)c4scnc4C)CC3)C2(C)c2cccnc2)c1 (configuration not stated),-1%,-5%,i,32µM*,6%,i,-11
